# DNA FID counter: compounds displacing fluorescent DNA intercalator, primary screen, artefact control for HCV NS3 helicase inhibitor project, biochemical, FID fluorescence; DNA fluorescent intercalator displacement; inhibition, % at 7.9 µM; 290,000 tested, 0.17% active; in the data active means inhibition above about 37%;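 further: 0% = vehicle and 100% = reference compound; higher means more ethidium bromide displaced from hairpin DNA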
# VIM-2 inhibitor: VIM-2 metallo-beta-lactamase inhibitors, primary screen, biochemical, epi-absorbance readout, Pseudomonas aeruginosa enzyme. inhibition, % at 5.6 µM. purified VIM-2, nitrocefin hydrolysis, epi-absorbance fluorescence. 290,000 tested, 0.89% active;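 active means inhibition above the mean of all tested compounds plus 3 SD, cutoff set per screening run, cut at about 7.5% in these data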;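 further: red hydrolysis product quenches plate fluorescence so inhibitors raise well fluorescence; 0% = enzyme with DMSO and 100% = DMSO without enzyme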
# V1R ag counter: agonists of human V1a receptor, primary screen, counter-screen for OXTR agonist project, fluorescence, CHO-V1R cells; Vasopressin V1a receptor (Homo sapiens), P37288; 320,000 tested, 0.25% active; activation, % at 3 µM; Fluo-8 calcium fluorescence, agonist mode; 0% DMSO, 100% 3 nM vasopressin;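 active means activation above the mean activation of all tested compounds plus 3 SD, per screening run, cut at about 20% in these data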;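 further: signal is peak over basal fluorescence ratio across a 100 second FLIPR read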
# Target sequence (P37288 whole entry, looked up): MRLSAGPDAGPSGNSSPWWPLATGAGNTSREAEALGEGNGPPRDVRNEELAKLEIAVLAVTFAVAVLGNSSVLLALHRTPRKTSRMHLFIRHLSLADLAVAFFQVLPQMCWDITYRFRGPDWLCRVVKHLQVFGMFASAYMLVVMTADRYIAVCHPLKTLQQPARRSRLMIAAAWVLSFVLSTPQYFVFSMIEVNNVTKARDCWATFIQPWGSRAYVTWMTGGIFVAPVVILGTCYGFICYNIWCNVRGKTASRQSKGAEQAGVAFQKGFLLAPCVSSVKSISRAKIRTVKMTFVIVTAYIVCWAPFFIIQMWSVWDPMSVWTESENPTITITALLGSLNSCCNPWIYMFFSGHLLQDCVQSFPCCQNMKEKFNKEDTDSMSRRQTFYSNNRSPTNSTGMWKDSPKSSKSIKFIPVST
# GalR3 antagonist: GalR3 antagonists in HEK293 cells, primary screen, cell-based, fluorescence readout | Galanin receptor type 3 (Homo sapiens), O60755 | HEK293 GalR3-CNG cAMP membrane potential fluorescence; galR3 body fused to GalR1 C-terminus | inhibition, % at 3 µM | 360,000 tested, 0.44% active;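 active means inhibition above the screen-wide average plus 3 SD, cut at about 13% in these data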;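 further: forskolin and galanin both at EC90 stimulate the cells; cAMP rise reported by CNG channel membrane potential dye signal; 0% = forskolin plus galanin with DMSO and 100% = forskolin alone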
# PHOSPHO1 block: PubChem AID 1565; 290,000 tested, 1.1% active; inhibition, % at 13.3 µM; recombinant PHOSPHO1, absorbance phosphatase assay; Phosphoethanolamine/phosphocholine phosphatase (Homo sapiens), Q8TCT1; in the data active means inhibition above about 60%
# Target sequence (Q8TCT1 whole entry, looked up): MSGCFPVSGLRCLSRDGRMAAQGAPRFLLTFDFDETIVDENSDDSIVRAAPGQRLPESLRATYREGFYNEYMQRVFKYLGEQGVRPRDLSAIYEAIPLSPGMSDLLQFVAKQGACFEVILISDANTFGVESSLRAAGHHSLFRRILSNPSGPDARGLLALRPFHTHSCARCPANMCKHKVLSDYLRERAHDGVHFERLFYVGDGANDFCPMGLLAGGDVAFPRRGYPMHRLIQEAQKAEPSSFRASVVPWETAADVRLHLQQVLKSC
# IMP-1 inhibitor: IMP-1 metallo-beta-lactamase inhibitors, primary screen, biochemical, epi-absorbance readout, Pseudomonas aeruginosa enzyme | metallo-beta-lactamase IMP-1 (Pseudomonas aeruginosa) | purified IMP-1, nitrocefin hydrolysis, epi-absorbance fluorescence | inhibition, % at 5.6 µM | 290,000 tested, 0.45% active;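 active means inhibition above the mean plus 3 SD of all compounds in the same screening run, cut at about 4.5% in these data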;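 further: 0% = IMP-1 with DMSO and 100% = DMSO wells lacking enzyme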
#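 assay system = purified recombinant IMP-1 metallo-beta-lactamase enzyme | schedule = 15 min preincubation plus 25 min reaction at 25 °C | signal = Epi-absorbance fluorescence, 480 nm excitation, 530 nm emission | read-out basis = percent inhibition from optical density relative to buffer-blank wells | controls = IMP-1 with DMSO as 0%, enzyme-free DMSO as 100%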
# GPR7 antag: GPR7 receptor antagonists, primary screen, cell-based, fluorescence, single concentration; Neuropeptides B/W receptor type 1 (Homo sapiens), P48145; GPR7-expressing cells, fluorescence antagonist assay; inhibition, % at 4.4 µM; 290,000 tested, 1.1% active; AID 1861, 2009; in the data active means inhibition above about 16%, passing the limit was not always enough;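 further: cells stimulated with the agonist NPW; 0% = agonist with vehicle and 100% = vehicle without agonist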
# OXTR ag: human OXTR agonists, primary screen, fluorescence, CHO-OTR cells, Fluo-8 calcium; Oxytocin receptor (Homo sapiens), P30559; Fluo-8 calcium fluorescence; normalized: DMSO 0%, oxytocin 100%; activation, % at 3 µM; 320,000 tested, 0.32% active; AID 2435, 2010;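 active means activation above the mean of all tested compounds plus 3 SD, cutoff set per screening run, cut at about 20% in these data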;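 further: peak over basal fluorescence ratio from a 100 s FLIPR kinetic read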
# Target sequence (P30559 whole entry, looked up): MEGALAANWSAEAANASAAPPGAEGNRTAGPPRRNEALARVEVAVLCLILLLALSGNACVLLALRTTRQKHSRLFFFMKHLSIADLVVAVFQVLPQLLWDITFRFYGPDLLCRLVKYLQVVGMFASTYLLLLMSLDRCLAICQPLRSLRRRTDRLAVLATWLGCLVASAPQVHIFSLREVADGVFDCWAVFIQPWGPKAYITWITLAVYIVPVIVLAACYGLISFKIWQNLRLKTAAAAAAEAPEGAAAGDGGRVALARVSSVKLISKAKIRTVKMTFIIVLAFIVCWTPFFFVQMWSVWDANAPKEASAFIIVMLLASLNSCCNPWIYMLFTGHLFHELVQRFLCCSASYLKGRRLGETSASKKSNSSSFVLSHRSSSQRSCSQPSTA
# NS3 helicase inh: inhibitors of HCV NS3 helicase, primary screen, biochemical, Cy5 molecular beacon fluorescence; NS3 helicase DNA unwinding; inhibition, % at 10.9 µM; 290,000 tested, 0.56% active; AID 1800, 2009;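 active means inhibition above the mean of all tested compounds plus 3 SD, set per campaign, cut at about 35% in these data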;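 further: 0% = DMSO wells and 100% = thioflavine S control wells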
#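 Assay system – hepatitis C virus NS3 helicase domain fragment enzyme · Buffer or medium – MOPS pH 6.5, MgCl2, DTT, Tween20, BSA · Reagent – Cy5/quencher beacon DNA duplex and ATP to start · Compound – single 10.9 µM dose · Timing – 1 h at 25 °C · Technique – Cy5 beacon fluorescence read at start and 1 h · Measure – % inhibition of unwinding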
# * hit, by the source's call; . = not tested or not shown.
# Values run as follows: DNA FID counter, VIM-2 inhibitor, V1R ag counter, GalR3 antagonist, PHOSPHO1 block, IMP-1 inhibitor, GPR7 antag, OXTR ag, NS3 helicase inh
> O=C(c1ccco1)N1CCN(C(=O)C2CC(=O)N(c3ccccc3)C2)CC1 (stereo unspecified)
    -4.7, -0.6, 0.4, -3.7, 56.2, -1.4, -2.6, 0.5, 0.8
> Cn1c(=O)c2c(nc(N3CCOCC3)n2CCCNC2=NCCCCC2)n(C)c1=O
    0.7, 3.9, 0.9, -0.6, 16.2, -3.1, -11.5, 1.1, 3.2
> O=C(c1sc2cc([N+](=O)[O-])ccc2c1Cl)N1CCCCC1
    -0.9, 0.0, 0.7, 0.2, -6.8, -2.0, 0.1, -0.8, -3.7
> Cc1cccc(S(=O)(=O)NC2CCCCCCC2)c1
    -30.0, -0.1, 1.3, -4.0, 27.5, -1.1, 4.1, -2.3, -3.7
> CCSc1nnc(-c2cccc(S(=O)(=O)N(C)C)c2)n1-c1cc(OC)ccc1OC
    -19.9, 0.1, -0.5, -3.2, 22.8, -1.3, 13.6, -0.4, -5.8
> CCOc1ccc(CN2CCN(Cc3cc4c(cc3Cl)OCO4)CC2CCO)cc1 (stereo unspecified)
    5.3, -1.4, 1.5, -4.2, -4.5, -2.4, -5.6, 4.1, -33.8
> COCCCNC(=S)NNC(=O)C1CC1c1ccc(C(C)(C)C)cc1 (stereo unspecified)
    -27.3, -4.7, ., -1.7, -141.6, -3.6, -23.1, ., 7.7
> CC(=O)c1cccc(NC(=O)CCS(=O)(=O)c2cccc3nsnc23)c1
    -1.7, 1.0, -1.0, -3.6, 26.3, 1.4, 4.7, -0.5, 12.9
> CCOC(=O)C(C)(C)NS(=O)(=O)c1ccc(Cl)c([N+](=O)[O-])c1
    1.3, 2.3, -0.3, -5.1, -1.0, 1.6, 17.7, -1.4, 28.1
> CC(C)Oc1ccc(C(=O)NC(=S)N2CCOCC2)cc1
    -0.5, -1.9, -0.5, 0.2, -10.5, -1.3, 0.3, -1.0, -8.6
> CCCc1nc2ccccc2c(C(=O)OC2CCOC2=O)c1CC (stereo unspecified)
    -21.8, 0.5, -1.6, -3.5, 66.1*, 1.4, 7.1, -2.4, -2.8
> NS(=O)(=O)OCCCc1ccccc1
    -1.6, -1.5, -0.7, -0.5, -24.2, -3.0, -1.7, 0.9, 26.5
> CCOc1ccc(Cl)cc1S(=O)(=O)N1CCC(C(=O)NCc2ccccn2)CC1
    -30.3, -0.6, 2.1, -5.1, 30.5, -2.1, -6.4, 1.6, 1.8
> Cc1nc(N2CCNCC2)c2c3c(sc2n1)CCCC3
    4.9, 3.8, 1.1, ., 52.1, -1.9, -6.8, 1.0, -2.0
> Cn1ncc([N+](=O)[O-])c1C(=O)NC1CCCCCC1
    -3.7, -1.0, ., -3.8, ., 2.5, -5.2, ., -17.2
> Cc1cc(NC(=O)CSc2nnc(COc3ccccc3)n2Cc2ccco2)no1
    -0.7, -0.2, 1.4, -8.6, 15.6, -0.2, 9.3, -0.6, 2.6
> O=Cc1c(NCCc2cccc(F)c2)c2ccccc2[nH]c1=O
    -16.1, -1.3, 0.4, -11.3, 19.2, -1.8, -5.5, -2.4, 0.1
> N#CC(Cc1ccccc1)(Cc1ccccc1)C(=O)NN
    0.3, -2.3, 0.3, -9.2, 13.9, -2.7, -14.6, -0.5, 1.8
> O=C(Nc1ccccc1-c1ccccc1)NC1CC2CCCC(C1)N2CCc1ccccc1 (stereo unspecified)
    8.4, -2.5, 2.7, -4.9, -37.0, -1.7, 4.7, 2.1, -30.0
> Cc1ccc(-c2csc(CC(N)=O)n2)cc1
    -2.3, -2.2, 1.2, -3.8, 8.0, -1.7, -12.0, 0.4, -1.2
> O=C(C1CCCN(Cc2cccc(Cl)c2)C1)N1CCCCC1 (stereo unspecified)
    -3.3, -0.1, ., -9.1, 9.8, -2.0, 8.1, ., -11.9
> COc1ccc(OC)c(CNc2c(C=O)c(=O)[nH]c3ccccc23)c1
    -18.1, -1.2, -0.3, -14.3, 14.1, -0.3, 15.1, -2.0, -10.4
> COc1cc(OC)c(CN2CCCN(C)CC2)cc1Br
    16.5, 1.1, 0.6, -11.7, 3.1, 3.0, -2.1, 0.0, 1.0
> O=C1CNC(=S)N1Cc1ccc(F)cc1
    2.2, 0.2, 0.5, ., 30.2, 0.3, 2.3, 0.9, 3.3
> CC(=O)c1ccc(N2CCN(c3ccc(S(=O)(=O)N4CCN(C)CC4)cn3)CC2)cc1
    -1.6, -0.1, 7.7, 0.8, 21.0, -1.4, -15.6, 9.1, 1.7
> Cc1nn(C)c(Cl)c1CN1CCC(CO)(CC2CCCCO2)CC1 (stereo unspecified)
    -2.6, -1.9, 1.5, -4.3, -3.4, -2.2, -6.8, 0.0, 0.8
> Cc1cc(NC(=S)N(CCCN2CCN(C)CC2)Cc2ccco2)ccc1Cl
    16.9, -2.6, 2.1, 2.1, 12.7, -3.2, -3.5, 4.6, -11.5
> COc1ccc(S(=O)(=O)CC(=O)c2cc3cccc(C)c3oc2=O)cc1
    -18.5, 1.8, 0.7, ., 27.9, 2.8, -13.4, -0.1, 29.2
> O=C(COC(=O)c1ccccc1)NCC1CCCO1 (stereo unspecified)
    0.2, -0.6, -0.5, -0.3, -55.7, -4.0, -3.7, 0.1, -5.3
> O=C(CSc1cc(Cl)ccc1Cl)NCC1CCCO1 (stereo unspecified)
    -18.9, -2.1, -0.9, -6.3, 17.4, -4.4, -5.5, -1.3, 8.3
> CCOC(=O)C1(Cc2ccccc2)CCN(Cc2ccc(COC)o2)CC1
    0.1, -2.2, 3.3, -0.3, 26.9, -0.8, -8.9, 6.3, -2.2
> CCOc1ccc(C(=O)Nc2ncccc2Cl)cc1
    4.9, -1.1, -1.6, 6.8, 28.8, -0.5, -6.8, -1.0, 8.5
> CC(OC(=O)c1nsc(Cl)c1Cl)C(=O)NCc1cccs1 (stereo unspecified)
    -5.4, -2.6, -0.9, -1.1, 15.4, -5.6, -7.6, -0.8, 1.7
> COC(=O)C1=C(COc2ccc(F)cc2)NC(=O)NC1c1ccc(C)cc1C (stereo unspecified)
    -13.3, -1.8, 1.1, -1.0, 58.3, -3.0, 1.6, 0.4, 0.0
> COc1ccc(OC)c(-n2c(C)cc(/C=C3\C(=N)N4N=C(CC(=O)N5CCOCC5)SC4=NC3=O)c2C)c1
    -53.6, -8.7, 0.9, -1.8, -14.5, -3.6, -2.6, 0.2, -16.5
> CCCCCCCCCCCCOC(=O)C[N+](C)(C)C
    14.6, -2.9, 25.8*, 3.4, 32.1, -2.5, -12.3, 4.0, -51.8
> O=C(Nc1ccc(Cl)cc1)NC1CCCc2ccccc21 (stereo unspecified)
    0.2, -0.6, 3.2, -2.2, 24.4, -1.1, -8.4, 3.5, -0.7
> Clc1cccc(Cl)c1-c1noc(-c2ccno2)n1
    -7.7, -1.7, -0.4, -0.9, 25.4, -1.1, 3.1, -2.7, -3.9
> COc1ccc(N2CCCC2)c(NC(=O)c2ccc(Br)o2)c1
    -3.2, -0.4, -0.9, -3.0, 35.1, -1.4, 12.4, -0.4, 7.8
> c1cnc(N2CCN(c3cnccn3)CC2)nc1
    -3.0, -2.9, 0.7, -0.3, 27.9, -2.4, -8.7, 1.0, -0.3
> Cc1ccc(S(=O)(=O)N2CCCCC2)cc1NC(=O)Cn1c(=O)cnc2ccccc21
    -4.2, -3.0, -0.1, -1.5, 60.0*, -3.5, -5.1, 1.5, 5.2
> CC(C)(C)C(=O)Nc1cccc(-c2cc(-c3c(Cl)cccc3Cl)no2)c1
    -17.3, 0.1, 1.9, -5.0, 25.4, -2.3, 4.5, 0.6, -21.1
> Fc1ccc2nc(N3CCOCC3)sc2c1
    2.3, 1.6, 0.1, -2.9, -31.7, 0.2, 5.5, -0.4, -5.5
> COc1ccccc1OCC(=O)NCC1CCCN(C(=O)c2ccccc2SC)C1 (stereo unspecified)
    -35.3, -5.7, 0.8, -5.5, 44.5, -2.8, -6.8, 0.2, -0.4
> COC(=O)CC1C(=O)NCCN1C(=O)c1ccc(Cl)cc1 (stereo unspecified)
    -15.9, 1.4, 0.5, 5.9, 22.4, -0.2, 4.8, 0.9, 16.7
> COc1ccc(C(=O)N/N=C(/C)c2ccc(N3CCCCC3)cc2)cc1
    -6.9, -4.8, 0.7, -10.6, -26.5, -1.4, -5.4, -2.0, 0.0
> COc1ccc2[nH]c3c(=O)n(CCc4ccccc4)cnc3c2c1
    -10.1, -1.6, -1.4, -4.8, 11.9, -3.7, 0.3, -0.3, -1.0
> O=C(CN1CCCC1)Nc1ccc(NC(=O)Nc2ccccc2Cl)cc1
    24.8, -4.0, 0.6, -5.8, 9.7, -4.0, -3.2, 3.5, -38.7
> N#Cc1c(N2CCCC(O)C2)nc(N)c2c(N)nc3c(c12)CC(=O)N3C12CC3CC(CC(C3)C1)C2 (stereo unspecified)
    -14.1, -1.9, 1.1, -1.7, 19.1, -2.5, -21.2, 0.2, -28.7
> C=CCNc1nc(C(=O)OCC(=O)c2ccc(C)c([N+](=O)[O-])c2)cs1
    -16.8, -2.1, 1.9, -3.3, 38.1, -1.3, -0.1, 1.3, 16.2
> Cc1ccc(C)c(Cn2nnc3c(=O)[nH]c(C4CCCN(C(=O)C5CCCCC5)C4)nc32)c1 (stereo unspecified)
    -28.5, -0.9, -1.7, -5.7, -8.4, -4.2, -5.0, -1.4, 5.0
> CC(=O)Nc1ccc(OC(=O)c2cccs2)cc1
    1.6, -2.1, 1.0, 1.4, 15.6, -1.3, 5.7, 1.4, -2.0
> O=C1CCC2(CC1)NC(=O)N(c1ccccc1)N2
    4.4, 1.7, 0.5, -4.0, -79.8, -2.5, -0.7, 1.1, -6.9
> c1coc(CNc2c3c(nc4ccccc24)CCC3)c1
    1.1, -1.2, 1.8, -3.4, 8.8, -2.9, 0.2, 1.3, 1.1
> CCC1(CC)Cc2ccccc2-c2nc(NCCO)[nH]c(=O)c21
    -23.0, -0.6, 0.5, -8.5, 1.5, -1.2, -4.6, 1.1, -0.2
> COC(=O)C1=C(C)NC(=O)CC1c1ccc(F)c(Br)c1 (stereo unspecified)
    -3.7, -0.2, -1.0, ., -29.1, -2.6, 3.0, -1.1, -0.1
> O=C(Cc1ccc([N+](=O)[O-])cc1)Nc1cccnc1
    1.1, -2.3, 0.5, 3.4, 38.6, -1.8, -8.4, 0.3, 9.2

# High-throughput results (PubChem BioAssay)
